LMPTP inh: blocks human LMPTP phosphatase | inhibition, % at 20 µM | 360,000 tested, 0.22% active | P24666 | AID 651560 | recombinant LMPTP-A, OMFP fluorogenic substrate, fluorescence intensity;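 active = compounds that cut the enzyme signal by at least half of the control window in the single-dose screen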;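 also: plate controls were DMSO wells with enzyme plus substrate for no effect and substrate without enzyme for full effect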
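test system = LMPTP-A | amount = 0.625 nM LMPTP-A final | reagent = fluorogenic phosphatase substrate OMFP at 400 µM final | incubation = 50 min at room temperature | benchmarks = no-enzyme low control, uninhibited high control | medium = Bis-Tris pH 6.0, DTT, detergent | signal = fluorescence intensity of OMFP turnover product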
TbMetRS inhib: Trypanosoma brucei MetRS inhibition | purified T. brucei MetRS, ATP depletion, Kinase-Glo luminescence | inhibition, % at 11.9 µM | 360,000 tested, 0.4% active | AID 624268;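 active = inhibition above a per-plate cutoff of the control wells' mean inhibition plus 3 SD, cut at about 5.5% in these data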;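 also: 0% = DMSO wells median and 100% = median of wells with control inhibitor compound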
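Dosing: 11.9 µM single point; system: parasite MetRS enzyme; technique: luminescence of leftover ATP; times: 15 min enzyme-compound preincubation, 2 h reaction, 10 min detection, 25 °C; replicates: each compound tested once; read-out basis: percent inhibition relative to median high and low control wells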
Rpn11 block: Rpn11 (human) deubiquitinase inhibition | AID 588493 | 360,000 tested, 0.59% active | calls only at 20 µM | human 26S proteasome, Ub4-pepOG fluorescence polarization; 20S core pre-blocked with epoxomicin | O00487;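 active = inhibition at 20 µM, scaled to each plate's controls, above about 33%, limit read from the data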
NadD block: blocks S. aureus nicotinate mononucleotide adenylyltransferase; purified NadD enzyme, colorimetric absorbance read-out; inhibition, % at 20 µM; 360,000 tested, 0.78% active; AID 602399; in the data active = inhibition above about 26%; also: some compounds past the cut are filed as inactive
SUMO1 PPI mod: alters human SUMO1 binding to SIM partners; P63165; SUMO1 binding to a labelled peptide, TR-FRET, 1 h; inhibition, % at 20 µM; 360,000 tested, 0.33% active; AID 602429; in the data active = inhibition above about 37%
Target sequence (P63165 whole entry, looked up): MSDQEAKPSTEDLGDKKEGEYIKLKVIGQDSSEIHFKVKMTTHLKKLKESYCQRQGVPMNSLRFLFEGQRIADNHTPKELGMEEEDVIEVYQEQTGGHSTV
DNMT1 block: inhibitors of human DNMT1 | P26358 | DNMT1 molecular beacon, Hinp1I cleavage, fluorescence | inhibition (reported as % activation of signal), % at 10 µM | 360,000 tested, 0.83% active | AID 588458; in the data active = inhibition above about 50%
MLLE-PAM2 inh: blocks PAM2 peptide binding to the PABP1 MLLE domain; P11940; 360,000 tested, 0.36% active; GST-MLLE / FITC-PAM2 fluorescence polarization; inhibition, % at 20 µM; AID 588489; in the data active = inhibition above about 35%, passing the limit was not always enough;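 also: plate controls were DMSO wells with GST-MLLE for no effect and wells lacking GST-MLLE protein for full effect; some results filed as inactive read as strong as hits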
Target sequence (P11940 whole entry, looked up, the tested form may be a part): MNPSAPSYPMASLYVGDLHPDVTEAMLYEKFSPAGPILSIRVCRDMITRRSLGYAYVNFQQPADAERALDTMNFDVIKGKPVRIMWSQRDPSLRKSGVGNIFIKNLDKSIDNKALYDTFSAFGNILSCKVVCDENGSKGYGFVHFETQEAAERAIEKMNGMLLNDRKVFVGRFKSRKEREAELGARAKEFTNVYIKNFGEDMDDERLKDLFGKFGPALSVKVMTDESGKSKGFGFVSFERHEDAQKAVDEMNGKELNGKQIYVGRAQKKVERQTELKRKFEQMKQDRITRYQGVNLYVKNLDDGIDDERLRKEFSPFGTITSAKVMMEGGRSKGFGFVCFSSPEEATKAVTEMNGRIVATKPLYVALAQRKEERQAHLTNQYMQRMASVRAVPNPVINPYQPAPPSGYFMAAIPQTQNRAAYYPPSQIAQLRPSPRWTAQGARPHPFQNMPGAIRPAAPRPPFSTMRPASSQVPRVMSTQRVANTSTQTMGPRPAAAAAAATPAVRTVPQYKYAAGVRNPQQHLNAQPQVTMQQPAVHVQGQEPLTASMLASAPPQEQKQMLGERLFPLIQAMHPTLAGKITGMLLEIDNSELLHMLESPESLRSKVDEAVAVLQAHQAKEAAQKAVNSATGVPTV
CSN deneddyl inh: CSN deneddylation inhibition | Q92905 | Purified CSN, SCF-Nedd8-OG deneddylation, fluorescence polarization | inhibition, % at 12.5 µM | 360,000 tested, 0.38% active | AID 651999;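 active = pattern-corrected inhibition above about 35%, with an unprinted fluorescence ratio check between 0.5 and 1.5, limit read from the data, passing the limit was not always enough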;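 also: 0% = enzyme with substrate and 100% = substrate without enzyme; some results filed as inactive read as strong as hits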
Target sequence (Q92905 whole entry, looked up, one chain of several): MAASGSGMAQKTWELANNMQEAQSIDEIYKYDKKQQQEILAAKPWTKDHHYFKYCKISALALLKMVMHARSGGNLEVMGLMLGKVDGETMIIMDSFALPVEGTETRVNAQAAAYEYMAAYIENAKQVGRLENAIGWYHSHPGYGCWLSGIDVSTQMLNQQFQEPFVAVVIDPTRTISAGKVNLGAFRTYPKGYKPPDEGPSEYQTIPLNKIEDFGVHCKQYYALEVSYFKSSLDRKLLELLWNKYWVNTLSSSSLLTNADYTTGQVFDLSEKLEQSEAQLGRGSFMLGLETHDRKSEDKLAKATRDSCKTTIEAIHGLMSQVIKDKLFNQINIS
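Assay system: HEK293T-derived human Csn5 enzyme; quantity: 0.24 nM enzyme; medium: Tris/NaCl/DTT buffer, pH 7.5; also added: substrate SCFSkp2-Nedd8OG, 10 nM; doses: 12.5 µM compound; schedule: 90 min reaction at room temperature; signal: FP; read-out: % inhibition of substrate cleavage by Csn5; benchmarks: substrate-only high control, full reaction low control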
STEP inh: STEP (human) phosphatase inhibition; P54829; recombinant STEP, OMFP fluorogenic substrate, fluorescence; inhibition, % at 20 µM; 360,000 tested, 0.25% active; AID 588621;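 active = inhibition at 20 µM, scaled per plate between control wells, above about 37%, limit read from the data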;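 also: 0% = DMSO with enzyme and substrate and 100% = substrate only without enzyme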
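Material: STEP (striatal-enriched tyrosine phosphatase) enzyme, cell-free | Medium: 50 mM Bis-Tris pH 6.0 with 2.5 mM DTT and 0.005% Tween 20 | Read-out: Percent inhibition scaled to no-enzyme and uninhibited-enzyme controls, plate-pattern corrected | Signal: Fluorescence read at 480 nm ex / 540 nm em | Times: 20 min reaction, room temperature, in the dark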
Scp-1 inhibitor: blocks human Scp-1 phosphatase activity; Recombinant Scp1, phosphopeptide, malachite green phosphate absorbance; inhibition, % at 20 µM; 340,000 tested, 0.88% active;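 active = inhibition above about 50% at 20 µM, limit read from the data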;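 also: plate controls were DMSO wells with enzyme for no effect and wells lacking enzyme for full effect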
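Times: enzyme reaction 45 min at room temperature, colour 5 min, stabilisation 30 min. Material: SCP-1 catalytic fragment, aa 76-261. Medium: Acidic Tris acetate buffer with magnesium and detergent. Signal: colorimetric free-phosphate detection, absorbance 630 nm. Read-out basis: % inhibition of SCP-1 phosphate liberation. Reagent: Phosphorylated 17-residue peptide substrate.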
* = called active by the depositor; i = inactive; / = no result given.

SMILES	LMPTP inh	TbMetRS inhib	Rpn11 block	NadD block	SUMO1 PPI mod	DNMT1 block	MLLE-PAM2 inh	CSN deneddyl inh	STEP inh	Scp-1 inhibitor
O=C(Nc1cc(S(=O)(=O)N2CCOCC2)ccc1N1CCCC1)c1ccccc1F	-2.6	-0.2	i	-3	0	-3	-1	3	-1	/
COC(=O)CSc1nnc(-c2cccnc2)n1-c1cccc(OC)c1	-1.0	0.3	i	-5	0	1	3	3	0	-7
Cc1c(Cl)cccc1NC(=O)CSCc1cc(=O)[nH][nH]1	-1.2	-0.9	i	8	-5	-15	1	-2	0	9
Cc1ccc(S(=O)(=O)C(C#N)c2nc3ccccc3nc2N2CCCC2)cc1C (stereo not drawn)	0.0	-0.4	i	0	18	-24	3	-13	-4	-10
COC(=O)c1ccc(OCC2c3cc(OC)c(OC)cc3CCN2C(C)=O)cc1 (stereo not drawn)	0.0	0.5	i	-2	4	-2	4	-7	0	-7
C/C(CCC(C)C)=N\Nc1cc(C)c2ccccc2n1	0.4	0.0	i	-5	4	-1	2	9	10	16
Cn1c(=O)c2c(ncn2CC(=O)N/N=C/c2cn[nH]c2-c2ccc(F)cc2)n(C)c1=O	-0.2	-0.2	i	-1	-14	-4	-2	3	1	2
Cc1c(-c2ccccc2)oc2c(C(=O)N3CCN(c4ccccc4F)CC3)cccc2c1=O	-0.1	-0.5	i	2	3	-5	11	0	5	-2
CCn1c(COc2ccc(C)cc2)nnc1SCC(=O)C(C)(C)C	-1.0	-0.3	i	3	2	3	-99	3	-3	-6
COCCSc1nc2c(c(=O)[nH]c(=O)n2C)n1CCC(C)C	0.1	-0.7	i	4	-3	-2	2	4	0	9

Grouped by structure: those above with fluorine (3)
SMILES	LMPTP inh	TbMetRS inhib	Rpn11 block	NadD block	SUMO1 PPI mod	DNMT1 block	MLLE-PAM2 inh	CSN deneddyl inh	STEP inh	Scp-1 inhibitor
O=C(Nc1cc(S(=O)(=O)N2CCOCC2)ccc1N1CCCC1)c1ccccc1F	-2.6	-0.2	i	-3	0	-3	-1	3	-1	/
Cn1c(=O)c2c(ncn2CC(=O)N/N=C/c2cn[nH]c2-c2ccc(F)cc2)n(C)c1=O	-0.2	-0.2	i	-1	-14	-4	-2	3	1	2
Cc1c(-c2ccccc2)oc2c(C(=O)N3CCN(c4ccccc4F)CC3)cccc2c1=O	-0.1	-0.5	i	2	3	-5	11	0	5	-2

New compounds follow:
SMILES	LMPTP inh	TbMetRS inhib	Rpn11 block	NadD block	SUMO1 PPI mod	DNMT1 block	MLLE-PAM2 inh	CSN deneddyl inh	STEP inh	Scp-1 inhibitor
CCNc1nc(Oc2ccc(C#N)cc2)cc(C(F)(F)F)n1	1.6	0.2	i	-1	-1	1	4	-2	3	-1
c1ccc(Oc2cccc(Oc3ccccc3)n2)cc1	2.7	-0.5	i	-12	6	0	9	1	6	-7
Cc1c(C(=O)c2ccc3c(c2)OCO3)ccc2c1OCO2	0.7	-0.4	i	-2	2	-5	11	1	3	20
O=C(NCCOc1ccccc1)c1cccc(S(=O)(=O)NCc2ccccc2)c1	0.4	0.3	i	1	-1	-1	0	-1	-2	-6
COc1cccc2c1C(=O)CC1C2CCC2CC(=O)CCC21C (stereo not drawn)	-2.5	0.1	i	-3	-1	-2	-2	6	4	-8
COc1ccc(CN(C)C(=O)COC(=O)c2ccc(-c3ccccc3)cc2)c(OC)c1OC	9.1	-0.5	i	-10	3	-15	9	5	4	-17
CCN1CCN(c2ccc(NC(=O)c3ccc(Br)o3)cc2)CC1	2.7	0.1	i	-8	1	2	1	-2	2	-2
COCn1c(C(O)c2ccccc2)cc2ccccc21 (stereo not drawn)	-0.3	0.3	i	-7	-4	6	-15	-5	1	-9
O=C(COC(=O)CNC(=O)c1ccc(Cl)c([N+](=O)[O-])c1)NCC1CCCO1 (stereo not drawn)	-1.8	1.2	i	-4	-18	1	-14	0	-2	-5
Cn1cccc1C(=O)OCc1ccc(F)cc1	0.0	-0.1	i	-7	1	-1	2	-1	2	-7
CNC(=O)CCn1nc(-c2ccc(C)cc2)c2ccccc2c1=O	-0.6	-0.4	i	-4	3	1	-3	3	-2	-6
COc1ccc([N+](=O)[O-])cc1NC(=O)c1cccnc1	-0.1	1.3	i	1	-20	1	3	-1	0	-2
CCOc1ccc(NC(=O)CC(NCc2ccccn2)C(=O)O)cc1 (stereo not drawn)	1.9	0.0	i	-3	1	1	6	-18	2	-6
Cc1ccccc1NS(=O)(=O)c1ccc(N2CCCC2=O)cc1	-1.2	-0.2	i	-4	-1	5	-8	4	-5	-4
C/C(=N/NS(=O)(=O)c1ccc(C(C)C)cc1)c1ccncc1	-1.2	0.0	i	-4	1	1	-4	3	-2	-8
c1csc(C2Nc3cccc4cccc(c34)N2)c1	15	0.0	i	31*	14	-14	41*	-10	13	11
CCc1nn(CCCC(=O)N2CCC(C)CC2)c(=O)c2cc3occc3n12	36	-0.5	i	-1	4	2	4	1	0	-1
O=S(=O)(Nc1ccc(NS(=O)(=O)c2ccccc2)c2ccccc12)c1ccccc1	0.0	-0.2	i	6	-4	-1	-4	1	-4	/
CN(Cc1nc2ccccc2n1C)S(C)(=O)=O	-0.2	0.1	i	-5	0	1	0	-2	2	-6
CC(C)(C)NC(=O)COC(=O)c1ccc(S(=O)(=O)N2CCCCCC2)cc1	0.6	-0.3	i	-2	3	-4	10	6	-1	-9
O=C(c1ccc(Cl)cc1)C1CCN(C(=O)NC2CCCCC2)CC1	-0.1	-1.0	i	-7	-3	2	-8	3	-5	-6
CN(C)C(=S)NC(=O)C(c1ccccc1)c1ccccc1	0.1	-1.1	i	1	2	2	3	-4	-1	-7
Cc1noc(C)c1COc1ccccc1C(=O)N1CCN(S(=O)(=O)c2ccccc2C#N)CC1	-0.7	-0.5	i	2	2	2	22	4	-1	3
CCn1c(SCC(=O)c2cc(C)n(CC3CCCO3)c2C)nc2ccccc21 (stereo not drawn)	1.5	-0.1	i	5	0	-3	-86	0	2	9
NC(=O)CSc1nnc(COc2ccc3ccccc3c2)o1	-2.2	-1.4	i	0	2	20	-35	1	-1	3
Cc1c(CC(C)C)nc(N)c(C#N)c1-c1ccccc1	0.6	-0.8	i	-3	1	-1	3	1	-3	-21
O=C(COc1ncnc2ccccc12)c1ccc2c(c1)OCCO2	-2.3	-1.1	i	-10	-5	0	14	0	0	-10
Cn1cnnc1SCC(=O)n1c2ccccc2c2ccccc21	1.4	-0.5	i	4	-1	-2	9	2	2	-13
CC1(CCc2ccccc2)NC(=O)N(CC(=O)N2CC(=O)Nc3ccccc32)C1=O (stereo not drawn)	0.1	-0.3	i	-8	-2	14	-9	2	1	-1
Cc1ccc(-n2[nH]c(C)c(C=Nc3ccc(C)cn3)c2=O)cc1	0.7	-4.3	i	-3	-19	-4	11	0	-3	-9
CN1CCN(c2ccc(NC(=O)c3ccc(Oc4ccccc4)cc3)cc2)CC1	-5.3	-0.6	i	-11	-32	-5	-4	5	2	-7
CCCCN1C(=O)NC(c2cccc([N+](=O)[O-])c2)C(C(=O)OCC)=C1C (stereo not drawn)	0.5	-0.1	i	-9	-11	0	-11	4	3	-3
CC1(C)C(=O)N(c2ccccc2F)C(=O)c2ccccc21	-0.2	-0.1	i	-5	2	0	4	6	1	25
COc1ccc(-c2ccc3nccn3c2)cc1	1.9	-0.3	i	0	-10	1	-3	1	-2	/
CCc1ccc(C#CC2=CC(=O)CC(C)(C)C2)cc1	2.9	-0.8	i	2	-18	27	2	1	4	/
O=C(CN1CCN(c2ccccc2)CC1)Nc1cccc(C(F)(F)F)c1	1.1	-0.6	i	1	0	2	-9	0	-1	-11
CS(=O)(=O)c1ccc2nc(NC(=O)Nc3cccc(Cl)c3)sc2c1	16	0.6	i	7	3	5	-1	2	6	-6
CC1CCC(NC(=O)COC(=O)c2ccc3ncsc3c2)CC1 (stereo not drawn)	-1.5	-0.1	i	1	6	2	-4	3	-5	-1
COc1ccc(C[C@@H]2OC3(C=CC(=O)C=C3)O[C@H]2Cc2ccc(OC)cc2)cc1	1.0	-0.1	i	-7	-1	-20	5	14	1	-16
O=C(O)c1cccc(Nc2nc(N3CCOCC3)nc(N3CCOCC3)n2)c1	-0.8	-0.5	i	0	7	0	10	0	1	-1
Cc1nc(NC(=O)CSc2ccc(-c3nc4ccccc4[nH]3)cn2)sc1C	1.7	19*	i	9	4	-2	2	21	-3	-10
CN(C)C(CNC(=O)c1ccc([N+](=O)[O-])cc1Cl)c1ccco1 (stereo not drawn)	-1.0	-0.2	i	-1	-29	-3	4	-2	1	-6
COc1ccc(N2CCN(C3CCCN(C(=O)c4cccc(C)n4)C3)CC2)cc1 (stereo not drawn)	1.0	-0.8	i	-4	3	0	-4	5	1	-8
O=C(COc1ccc(F)cc1)NNC(=O)Cn1ccc(C(F)(F)F)n1	0.0	0.9	i	0	0	0	2	7	-1	3
Oc1csc(Cc2nc(-c3ccc(Br)cc3)cs2)n1	1.1	0.9	i	6	3	-2	-8	-7	0	-3
CCNC(=S)N(CCc1c(C)[nH]c2ccc(OC)cc12)Cc1cccnc1	-0.7	-1.1	i	-3	2	-2	-108	1	-3	-19
COc1cccc(CNS(=O)(=O)c2cc3c(cc2C)n(C)c(=O)c(=O)n3C)c1	-0.5	-0.2	i	1	3	0	-19	-1	3	-4
O=C1c2ccccc2-c2onc3ccc(NCc4ccco4)c1c23	2.0	-1.4	i	10	-6	35	i	-82	-57	-9
CC(c1ccccc1)C(CC(=O)O)C(=O)NC1CCCCC1 (stereo not drawn)	-0.3	-0.1	i	8	2	-5	-3	2	-1	-7
Cn1c(CSc2nc3ccccc3s2)nnc1SCC(=O)NCCN1CCOCC1	-1.8	-0.2	i	-1	1	0	-38	-7	-1	1
Cc1ccc(NC(=S)Nc2ccc3cn[nH]c3c2)c(C)c1	-1.9	-0.2	i	-3	-3	-5	15	2	-1	-4
CCC(CC)C(=O)NC12CC3CC(CC(C3)C1)C2	-1.7	-0.8	i	-2	1	0	-10	-3	2	-5
COc1ccc(NC(=O)Nc2nc(C(N)Cc3ccc(C(F)(F)F)cc3)cs2)cc1 (stereo not drawn)	0.5	1.8	i	7	-28	-37	5	7	0	/
